High-throughput results (PubChem)
KCNQ1 inh = blocks the human KCNQ1 potassium channel; P51787; actives 1.3% (n = 310,000); CHO-K1 KCNQ1, FluxOR thallium flux fluorescence; hits give high values; B-score at 10 µM;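 active = compounds whose thallium flux B-score, printed positive for inhibition, exceeds three library SD while starting fluorescence stays within three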;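 note: channel opened by potassium depolarization with thallium stimulus after 20 min compound exposure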
RGS4 block = human RGS4 inhibition; B-score at 10 µM; actives 0.45% (n = 310,000); P49798; HEK293 M3R/RGS4 inducible, Fluo-4 calcium flux; hits give high values; triggered by carbachol at its EC20;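 active = B-score, a plate-corrected calcium signal, over three deviations above library mean, with baseline fluorescence within five deviations of library mean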;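 note: RGS4 expression induced by doxycycline in cells with stable M3 receptor; B-score is computed from the integrated fluorescence ratio over baseline after carbachol; higher B-score means a larger calcium signal and so more RGS4 inhibition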
SKKanGAS inh = blocks kanamycin growth of S. pyogenes SKKanGAS strain. inhibition, % at 7.5 µM. AID 1662. BacTiter-Glo, 6 h. actives 1.3% (n = 300,000);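 active = mean replicate score, as percent of positive control median, at least 50; inconclusive = mean below 50 but one replicate at or above 50; inactive = mean and every replicate below 50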;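 note: strain carries kanamycin resistance gene driven by streptokinase promoter and grows in 40 µg/ml kanamycin; loss of luminescence reflects streptokinase promoter inhibition or plain growth inhibition; 0% = median of DMSO wells and 100% = positive control at its reference dose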
KCNK3 block = human KCNK3 channel inhibition, primary screen. O14649. CHO-KCNK3 thallium flux, FluxOR fluorescence; hits give low values. B-score at 10 µM. actives 0.84% (n = 340,000);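 active = B-score under library mean minus 4 SD, starting fluorescence ratio at most library mean plus 5 SD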;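 note: more negative B-score means stronger inhibition of thallium flux through KCNK3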
TMEM16A act = mouse TMEM16A channel activation, primary screen. HEK293 TMEM16A/YFP-H148Q/I152L, iodide quench fluorescence; hits give low values. B-score at 10 µM. actives 0.3% (n = 340,000). AID 623877;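 active = fluorescence-ratio B-score plate-corrected deviation score at least 3 library SD below zero, with starting fluorescence score within 5 deviations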;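 note: channel opened by trigger with iodide after compound preincubation; score built on the fluorescence ratio of max minus min over baseline; more negative score means more quench and so TMEM16A activation or potentiation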
Target sequence (Q8BHY3 whole entry, looked up): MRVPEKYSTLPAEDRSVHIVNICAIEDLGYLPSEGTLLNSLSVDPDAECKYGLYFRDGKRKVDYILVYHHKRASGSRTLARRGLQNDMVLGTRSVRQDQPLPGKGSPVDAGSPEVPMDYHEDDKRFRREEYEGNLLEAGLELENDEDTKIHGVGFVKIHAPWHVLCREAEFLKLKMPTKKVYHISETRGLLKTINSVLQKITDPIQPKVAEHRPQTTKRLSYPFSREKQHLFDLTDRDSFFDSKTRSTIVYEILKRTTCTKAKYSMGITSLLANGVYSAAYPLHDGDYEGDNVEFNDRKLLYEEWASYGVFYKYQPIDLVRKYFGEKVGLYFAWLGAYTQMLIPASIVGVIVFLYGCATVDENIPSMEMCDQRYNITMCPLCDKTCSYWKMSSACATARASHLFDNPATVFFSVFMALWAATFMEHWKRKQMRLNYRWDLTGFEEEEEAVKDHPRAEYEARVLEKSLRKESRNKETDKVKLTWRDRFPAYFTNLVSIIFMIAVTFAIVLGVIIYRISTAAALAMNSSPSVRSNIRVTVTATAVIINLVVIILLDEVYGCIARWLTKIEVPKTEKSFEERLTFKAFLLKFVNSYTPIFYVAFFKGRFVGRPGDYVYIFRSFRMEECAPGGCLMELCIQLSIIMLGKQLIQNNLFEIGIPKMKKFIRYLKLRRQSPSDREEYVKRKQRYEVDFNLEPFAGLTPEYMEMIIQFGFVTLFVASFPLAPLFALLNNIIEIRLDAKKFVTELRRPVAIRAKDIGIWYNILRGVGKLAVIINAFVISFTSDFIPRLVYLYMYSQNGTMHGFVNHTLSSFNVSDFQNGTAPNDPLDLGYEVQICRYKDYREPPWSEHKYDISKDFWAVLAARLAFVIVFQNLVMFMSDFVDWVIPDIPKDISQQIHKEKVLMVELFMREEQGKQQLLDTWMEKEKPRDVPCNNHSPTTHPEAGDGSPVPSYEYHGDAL
RGS4 act = RGS4 potentiation or activation; B-score at 10 µM; HEK293 M3R/inducible RGS4, carbachol calcium flux Fluo4; hits give low values; actives 0.92% (n = 310,000);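 active = B-score of the integrated calcium signal more than 4 SD below the library mean, with starting fluorescence not abnormally high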;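 note: negative B-score means reduced calcium response which marks RGS4 activation or potentiation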
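Assay system: Inducible-RGS4 HEK293 cells carrying M3 receptor | Schedule: Compound preincubation 20 min at room temperature before agonist | Signal: Kinetic calcium fluorescence imaging with Fluo4-AM dye, 2 µM | Read-out basis: B score from integrated fluorescence ratio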
KCNQ1 act = potentiators or activators of human KCNQ1 potassium channel; P51787; CHO-K1 KCNQ1, thallium flux FluxOR fluorescence; hits give high values; B-score at 10 µM; actives 0.35% (n = 310,000);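 active = fluorescence ratio B-score, a plate-corrected score, at least three library SD, with initial intensity B-score within 5 SD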
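Assay system: CHO-K1 cells stably expressing KCNQ1; Medium: assay buffer with matched DMSO; Also added: K+/Tl+ depolarizing stimulus; Dosing: single dose; Timing: dye 90 min, compound 20 min, room temperature; Measured by: kinetic FluxOR thallium fluorescence, 10-s 1-Hz baseline, 110-s post-stimulus read; Read-out: peak-minus-minimum fluorescence over initial fluorescence, negative-control normalized, B-scored.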
HDAC3 inh = human HDAC3 inhibition | recombinant HDAC3, fluorogenic peptide/trypsin coupled, fluorescence | inhibition, % at 8.3 µM | actives 0.15% (n = 320,000) | AID 2718; in the data active = inhibition above about 26%, passing the limit was not always enough; inconclusive = no clear call, values can overlap the other calls
ANO1 block = blocks the mouse calcium-activated chloride channel TMEM16A. AID 588511. normalized B-score (activity score, 25-100; higher = stronger inhibition) at 10 µM. actives 1.2% (n = 310,000). Q8BHY3. HEK293 TMEM16A/YFP iodide influx fluorescence, ionomycin;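 active = ratio plate-corrected score three or more library SD toward inhibition, starting fluorescence score within five deviations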;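 note: score derived from kinetic fluorescence span divided by baseline fluorescence per well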
KCNK9 block = blocks the human KCNK9 two-pore domain potassium channel | AID 488922 | B-score at 10 µM | actives 1.2% (n = 310,000) | Q9NPC2 | HEK293 KCNK9, FluxOR thallium flux fluorescence; hits give low values;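 active = ratio B-score over 3 SD below the library mean, with starting fluorescence within 5 SD of its mean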;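 note: negative B-score means less thallium flux so channel inhibition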
hERG rescue = compounds protecting human hERG from proarrhythmic drug block; CHO-hERG, FluxOR thallium flux, dofetilide IC70 present; Q12809; actives 0.51% (n = 310,000); activation (rescue from dofetilide block), less the hit threshold, % at 10 µM;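 active = activation above the mean of controls blocked by dofetilide plus 5 SD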;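 note: thallium influx through hERG after potassium depolarization seen as dye fluorescence rise; in these data hits start at about 4.7%; inactives centre near -7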
* = called active by the depositor; i = inactive; ? = inconclusive; nt = not tested or not shown.

Values run as follows: KCNQ1 inh, RGS4 block, SKKanGAS inh, KCNK3 block, TMEM16A act, RGS4 act, KCNQ1 act, HDAC3 inh, ANO1 block, KCNK9 block, hERG rescue
1. CC1(C)C(=O)N(c2ccccc2F)C(=O)c2ccccc21
→ i, i, -2, i, i, i, i, 1, i, i, -6
2. O=C(CN1CCN(c2ccccc2)CC1)Nc1cccc(C(F)(F)F)c1
→ i, i, -8, i, i, i, i, -6, i, i, -9
3. CS(=O)(=O)c1ccc2nc(NC(=O)Nc3cccc(Cl)c3)sc2c1
→ i, i, -4, i, i, i, i, -8, i, i, -14
4. O=C(O)c1cccc(Nc2nc(N3CCOCC3)nc(N3CCOCC3)n2)c1
→ i, i, 2, i, i, i, i, 1, i, i, -12
5. COC(=O)C1C(=O)c2c([nH]c(C(=O)OCCOC(C)C)c2C)CC1C (stereo not given)
→ i, i, -2, nt, nt, i, i, 4, i, i, -9
6. COc1ccc(N2CCN(C3CCCN(C(=O)c4cccc(C)n4)C3)CC2)cc1 (stereo not given)
→ i, i, -5, i, i, i, i, 6, i, i, -6
7. Cc1nc(NC(=O)CSc2ccc(-c3nc4ccccc4[nH]3)cn2)sc1C
→ i, i, 5, i, i, i, i, -7, i, i, -2
8. CN(C)C(CNC(=O)c1ccc([N+](=O)[O-])cc1Cl)c1ccco1 (stereo not given)
→ i, i, 2, i, i, i, i, -3, i, i, -4
9. Oc1csc(Cc2nc(-c3ccc(Br)cc3)cs2)n1
→ i, i, -4, i, i, i, i, -4, i, i, -7
10. O=C1CCN(C(=S)NCCc2ccccc2)CC1
→ i, i, 17, i, i, i, i, -7, i, i, -10
11. Cc1ccc(C(=O)Nc2cccc(C(F)(F)F)c2)cc1NC(=O)c1csc(-c2ccncc2)n1
→ i, i, 19, i, i, i, i, -8, i, i, -9
12. O=C(NCc1ccccc1)NCC12CC3CC(CC(C3)C1)C2
→ i, i, 5, i, i, i, i, 1, i, i, -6
13. Cc1ccc(-n2[nH]c(=O)c(-c3ccccn3)c2C)cc1
→ i, i, -26, i, i, i, i, 3, i, i, -6
14. C=CCn1c(SCC#N)nc2sc(CC)cc2c1=O
→ i, i, 16, i, i, i, i, 1, i, i, -10
15. Cc1onc(-c2ccccc2Cl)c1C(=O)N1CCC(C(N)=O)CC1
→ i, i, -3, i, i, i, i, nt, nt, i, -10
16. O=C(NC(c1ccccc1)c1ccccc1)C1CCCC1
→ i, i, -15, i, i, i, i, -2, i, i, -6
17. Cc1csc(SCc2nnc(-c3ccc(Cl)cc3)o2)n1
→ i, i, -3, i, i, i, i, -11, i, i, -6
18. COC(=O)c1cc2sccc2n1CC(=O)N1CCCc2ccccc21
→ i, i, 5, i, i, i, i, 6, i, i, -7
19. Cc1cc(C(=O)NNC(=O)Nc2cccc(C(F)(F)F)c2)no1
→ i, i, 0, i, i, i, i, 5, i, i, -4
20. O=C1CNC(=O)c2c(nc3n2CCC3)N1
→ i, i, 0, i, i, i, i, -1, i, i, -2
21. COc1nccnc1NS(=O)(=O)c1ccc(NC(=S)NC(=O)c2ccccc2F)cc1
→ i, i, 9, i, i, i, 8*, 11, i, i, 1
22. O=C(Nc1cccnc1)c1ccc(Cl)cc1[N+](=O)[O-]
→ i, i, 1, i, i, i, i, -1, i, i, -11
23. COC(=O)CCCC1=CC2=CC(=O)C(C)(OC(=O)c3cnc4ccccc4n3)C(=O)C2=CO1 (stereo not given)
→ i, i, 9, nt, nt, i, i, 0, i, i, -10
24. Cc1csc(N(C(=O)CCNC(=O)c2ccc([N+](=O)[O-])cc2)c2ccccc2)n1
→ i, i, 4, i, i, i, i, ?, i, i, -2
25. N/C(=N\OC(=O)c1ccc([N+](=O)[O-])cc1Cl)c1ccccn1
→ i, i, 2, i, i, i, i, -7, i, i, -8
26. Cc1c(/C=C2\SC(=O)N(CC(=O)Nc3ccc4c(c3)OCO4)C2=O)c2ccccc2n1C
→ i, i, 9, i, i, i, i, -1, i, i, -1
27. O=C(O)c1ccc2c(c1)ncn2C1CCCCCC1
→ i, i, 6, i, i, i, i, 0, i, i, -4
28. COc1cc(NC(=S)Nc2ccc(N(C)C(C)=O)cc2)cc(OC)c1
→ i, i, 10, i, i, i, i, 0, i, i, 0
29. c1coc(-c2nnc(-c3cccs3)o2)c1
→ i, i, -12, i, i, i, i, -55, i, i, -13
30. Cc1ccc(S(=O)(=O)NNC(=S)Nc2cccc(C)c2C)cc1
→ i, i, -7, i, i, i, i, 0, i, i, -14
31. COCCSc1nc2c(c(=O)[nH]c(=O)n2C)n1CCC(C)C
→ i, i, 6, i, i, i, i, -1, i, i, -14
32. CCNc1nc(Oc2ccc(C#N)cc2)cc(C(F)(F)F)n1
→ i, i, 1, i, i, i, i, 2, i, i, -10
33. c1ccc(Oc2cccc(Oc3ccccc3)n2)cc1
→ i, i, 2, i, i, i, i, 2, i, i, -2
34. O=C(CSc1ccccc1)Nc1cccnc1
→ i, i, -5, i, i, i, i, -6, i, i, -5
35. CCN1C(C)=C(C)S/C1=C1\SC(=S)N(N)C1=O
→ i, i, 4, i, i, i, i, 2, i, i, -5
36. CC1=C(C)CS(=O)N(c2ccc(S(N)(=O)=O)cc2)C1 (stereo not given)
→ i, i, -16, i, i, i, i, 2, i, i, 4
37. CC(C)(C)c1ccc(COn2ccnc2)cc1
→ i, i, -12, i, i, i, i, -1, i, i, 1
38. COc1ccc(S(=O)(=O)N2CCC(C(=O)N[C@@H](C)C(=O)NCc3ccncc3)CC2)cc1
→ i, i, -1, i, i, i, i, 3, i, i, -6
39. COC(=O)CSc1nnc(-c2cccnc2)n1-c1cccc(OC)c1
→ i, i, 5, i, i, i, i, -2, i, i, -1
40. COC(=O)c1ccc(OCC2c3cc(OC)c(OC)cc3CCN2C(C)=O)cc1 (stereo not given)
→ i, i, -5, i, i, i, i, -2, i, i, -12
41. Cc1c(Cl)cccc1NC(=O)CSCc1cc(=O)[nH][nH]1
→ i, i, 2, i, i, i, i, 0, i, i, -5
42. Cc1c(-c2ccccc2)oc2c(C(=O)N3CCN(c4ccccc4F)CC3)cccc2c1=O
→ i, i, -5, i, i, i, i, -3, i, i, -7
43. C/C(CCC(C)C)=N\Nc1cc(C)c2ccccc2n1
→ i, i, 0, i, i, i, i, -7, i, i, -12
44. Cn1c(=O)c2c(ncn2CC(=O)N/N=C/c2cn[nH]c2-c2ccc(F)cc2)n(C)c1=O
→ i, i, -3, i, i, i, i, -4, i, i, -12
45. CCn1c(COc2ccc(C)cc2)nnc1SCC(=O)C(C)(C)C
→ i, i, 3, i, i, i, i, -5, i, i, 0
46. Clc1ccc(Nc2ccc(-n3ccnc3)nn2)cc1Cl
→ i, i, -4, i, i, i, i, 2, i, i, -10
47. Cc1cccc(N(C(=O)c2csnn2)C(C(=O)NC2CCCCC2)c2ccncc2)c1 (stereo not given)
→ i, i, -11, i, i, i, i, -1, i, i, -5
48. O=c1[nH]c(CN2CCCCC2)nc2c1C1(CCCCC1)Cc1ccccc1-2
→ i, i, 17, i, i, i, i, -2, i, i, -3
49. O=C(O)c1ccccc1NCc1ccco1
→ i, i, -13, i, i, i, i, -7, i, i, -6
50. COc1ccc(CN2CCN(C(=O)c3ccco3)CC2)cc1OCc1ccccc1
→ i, i, -4, i, i, i, i, 8, i, i, -4
51. O=C(COC(=O)/C=C/c1ccc(Br)o1)Nc1ccccc1F
→ i, i, 8, nt, nt, i, i, 7, i, i, -14
52. COC(=O)CCC(C)N1CCC(Oc2ccc(C(=O)N3CCCC3)cc2)CC1 (stereo not given)
→ i, i, 2, i, i, i, i, 8, i, i, -7
53. Cc1cccn2c(=O)nc(SCC(=O)N3CCCC3)nc12
→ i, i, -7, i, i, i, i, -2, i, i, -9
54. O=C(NC(=S)Nc1nc(-c2ccc(Cl)cc2)cs1)c1cccs1
→ i, i, -4, i, i, i, i, 3, i, i, 0
55. NC(N)=Nc1nc(C2COc3ccccc3O2)cs1 (stereo not given)
→ i, i, 6, i, i, i, i, -3, i, i, -11
56. CCCC1(C(=O)OC)NC(c2cccc(F)c2)C2C(=O)N(CC)C(=O)C21 (stereo not given)
→ i, i, 3, i, i, i, i, 10, i, i, -20
57. COCCn1c(SCC(=O)Nc2ccc(NC(=O)c3ccco3)c(OC)c2)nc2ccccc2c1=O
→ i, i, 2, i, i, i, i, -38, i, i, -5
58. COCCNC(=O)c1onc(CSc2ccc(Cl)cc2)c1C(=O)O
→ i, i, 5, i, i, i, i, 0, i, i, -5
59. CN1c2ccccc2N(C)C1c1c(O)ccc2ccccc12
→ i, i, 3, i, i, i, i, -3, i, i, -12
60. O=C(Nc1ccc(S(=O)(=O)Nc2cnc3ccccc3n2)cc1)c1ccc(Cl)cc1Cl
→ i, i, 15, i, i, i, i, -7, i, i, -4

The list continues:
Values run as follows: KCNQ1 inh, RGS4 block, SKKanGAS inh, KCNK3 block, TMEM16A act, RGS4 act, KCNQ1 act, HDAC3 inh, ANO1 block, KCNK9 block, hERG rescue
61. Cc1cccc(C)c1Nc1nnc(SCc2cn3cccc(C)c3n2)s1
→ i, i, nt, i, i, i, i, -1, i, i, -8
62. Cc1nc2ccc(S(=O)(=O)NC(C(=O)NCc3ccc4c(c3)OCO4)C(C)C)cc2s1 (stereo not given)
→ i, i, -1, i, i, i, i, -7, i, i, -2
63. CCN(CC)CC(O)CN1c2ccccc2Sc2ccccc21 (stereo not given)
→ i, i, -1, i, i, i, i, -6, i, i, -12
64. CSc1ncccc1C(=O)OCC(=O)NCCC1=CCCCC1
→ i, i, 14, i, i, i, i, 4, i, i, -12
65. COc1ccc(CNC(=O)COC(=O)CCCOc2ccc(Cl)cc2Cl)cc1OC
→ i, i, -5, i, i, i, i, -4, i, i, -10
66. CCCCN(C)CCCNC(=O)c1ccc2c(c1)N(CC)C(=O)c1ccccc1S2=O (stereo not given)
→ i, i, -4, i, i, i, i, 5, i, i, -5
67. COc1ccccc1NC(=O)/C=C/c1cc([N+](=O)[O-])ccc1OC(F)F
→ i, i, 7, i, i, i, i, -1, i, i, -2
